High-throughput results from PubChem BioAssay.
Yeast superoxide: reduction of superoxide in aged yeast, primary screen, HTS. S. cerevisiae aged cells, superoxide DHE fluorescence; active compounds read low. 330,000 tested, 0.18% active. superoxide response (% of plate mean), % at 10 µM;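 active means superoxide response under a set limit, about three screen SD below normal, cut at about 65% in these data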;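 further: yeast aged for seven days with compound at 30 °C before DHE staining; 100% = average MFI of all compound-treated wells on the plate with controls excluded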
RPL19A-GFP yeast: RPL19A-GFP expression modulators in yeast, primary screen, cell-based, S. cerevisiae, multiplex flow cytometry, MLPCN | AID 2025, 2009 | S. cerevisiae RPL19A-GFP strain, 3 h; active compounds read low | 330,000 tested, 0.3% active | percent response vs DMSO, % at 10 µM;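 active means percent response vs DMSO below 50%; inconclusive means fewer than 70 events counted for the yeast strain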;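 further: median channel GFP fluorescence of the barcoded RPL19A-GFP strain; ratio of sample median GFP to plate DMSO average so 100% = DMSO; lower means less RPL19A-GFP as with rapamycin TOR inhibition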
CIT2-GFP yeast: modulators of CIT2-GFP expression in yeast, primary screen, S. cerevisiae, GFP fusion, multiplex flow cytometry, MLPCN library. GFP response vs DMSO, % at 10 µM. 320,000 tested, 0.065% active. AID 2029, 2009. S. cerevisiae CIT2-GFP strain, 3 h; 100 means same as DMSO wells;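 active means GFP response relative to DMSO above a set limit, near the screen mean plus 3 SD, cut at about 150% in these data; inconclusive means Fewer than 70 cells measured for a yeast strain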;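 further: ratio of well median GFP fluorescence to mean of DMSO wells on the plate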
VLA-4 inh: inhibition in human VLA-4 binding assay, primary screen, VLA-4 allosteric modulator project, MLPCN library, flow cytometry, VLA-4 expressing cells; Integrin alpha-4 (Homo sapiens), P13612; ligand binding flow cytometry; inhibition, % (about 7 µM as worked out from the volumes in the protocol); 330,000 tested, 0.2% active; in the data active means inhibition above about 50%
Target sequence (P13612 whole entry, looked up): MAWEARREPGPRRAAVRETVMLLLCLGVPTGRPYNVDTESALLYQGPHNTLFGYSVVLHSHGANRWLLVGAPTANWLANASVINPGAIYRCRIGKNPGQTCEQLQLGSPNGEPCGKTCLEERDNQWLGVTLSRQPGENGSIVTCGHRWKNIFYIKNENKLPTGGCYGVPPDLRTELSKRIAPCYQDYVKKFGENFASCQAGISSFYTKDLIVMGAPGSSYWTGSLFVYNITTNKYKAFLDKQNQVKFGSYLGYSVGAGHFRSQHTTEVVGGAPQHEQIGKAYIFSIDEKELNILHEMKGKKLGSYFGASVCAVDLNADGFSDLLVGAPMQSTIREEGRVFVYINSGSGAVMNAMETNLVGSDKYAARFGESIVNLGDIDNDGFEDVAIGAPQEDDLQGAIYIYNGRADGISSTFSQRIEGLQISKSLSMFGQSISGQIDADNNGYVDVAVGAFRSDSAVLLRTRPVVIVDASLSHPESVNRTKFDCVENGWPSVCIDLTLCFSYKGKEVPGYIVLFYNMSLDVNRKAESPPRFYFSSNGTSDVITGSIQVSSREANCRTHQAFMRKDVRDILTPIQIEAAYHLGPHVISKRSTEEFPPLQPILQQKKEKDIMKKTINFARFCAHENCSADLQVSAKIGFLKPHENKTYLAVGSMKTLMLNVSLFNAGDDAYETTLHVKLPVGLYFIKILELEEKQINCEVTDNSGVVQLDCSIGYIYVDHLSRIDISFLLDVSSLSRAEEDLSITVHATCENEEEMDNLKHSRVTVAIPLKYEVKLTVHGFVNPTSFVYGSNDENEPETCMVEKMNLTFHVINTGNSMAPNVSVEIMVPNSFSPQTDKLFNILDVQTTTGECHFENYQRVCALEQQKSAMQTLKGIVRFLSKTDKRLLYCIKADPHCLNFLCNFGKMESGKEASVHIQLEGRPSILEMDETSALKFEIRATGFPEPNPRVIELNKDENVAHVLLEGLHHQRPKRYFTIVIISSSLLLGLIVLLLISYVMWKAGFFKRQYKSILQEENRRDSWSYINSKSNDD
AGP1-GFP MLPCN: modulators of AGP1-GFP expression in yeast TOR pathway, primary screen, cell-based, multiplex flow cytometry, S. cerevisiae, MLPCN library. GFP response vs DMSO, % at 10 µM. 3 h; GFP as percent of DMSO wells. 320,000 tested, 0.02% active. AID 2066, 2009;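 active means GFP response relative to DMSO above a set limit, near screen average plus 3 SD, cut at about 150% in these data; inconclusive means fewer than 70 cells counted for the yeast strain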;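 further: median GFP channel fluorescence of the gated AGP1 strain per well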
LAP4 TOR yeast: modulators of LAP4-GFP expression in yeast, primary screen, S. cerevisiae, multiplex flow cytometry, MLPCN library | 3 h; median GFP as percent of DMSO wells | GFP response vs DMSO, % at 10 µM | 320,000 tested, 0.34% active;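 active means GFP response vs DMSO above a set limit, about the screen mean plus 3 SD, cut at about 150% in these data; inconclusive means under 70 cell events counted for the yeast strain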
MEP2 TOR yeast: modulators of MEP2-GFP levels in yeast, primary screen, S. cerevisiae, multiplex flow cytometry, MLPCN library. AID 2016, 2009. 330,000 tested, 0.51% active. S. cerevisiae MEP2-GFP strain, 3 h; 100% = DMSO control level. GFP response vs DMSO, % at 10 µM;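 active means GFP response versus DMSO above a set limit, roughly screen mean plus 3 SD, cut at about 180% in these data; inconclusive means fewer than 70 cells counted for a yeast strain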;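 further: median GFP fluorescence of the barcode-gated MEP2-GFP cells per well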
GRK2 aptamer HTS: compounds blocking aptamer binding on GRK2 – biochemical, human GRK2, bead flow cytometry, HTS, primary screen; AID 488847, 2010; 330,000 tested, 0.59% active; inhibition of aptamer binding, % at 10 µM; FAM-aptamer displacement from GRK2; Beta-adrenergic receptor kinase 1 (Homo sapiens), P25098;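 active means inhibition of aptamer binding above 40%, roughly 3 SD of noise, on plates passing a quality check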;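 further: median bead fluorescence of bound FAM aptamer so fluorescent compounds give negative values; no value below 0 was filed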
Starred values were filed as active, the others as inactive; ? = inconclusive; / = not tested or not shown; [ ] = another dose, or the depositor's remark.

canonical_smiles	Yeast superoxide	RPL19A-GFP yeast	CIT2-GFP yeast	VLA-4 inh	AGP1-GFP MLPCN	LAP4 TOR yeast	MEP2 TOR yeast	GRK2 aptamer HTS
COc1ccc(CCNC(=O)CSc2ccc(-c3ccccc3)nn2)cc1	103	114	114	3	105	93	101	0
COc1cc(OC)cc(C(=O)Nc2ccc(N(C)C)c3ccccc23)c1	98	96	98	-135	98	101	114	4
COCCN(C(C)=O)c1nnc(-c2cnccn2)s1	93	99	91	1	104	99	100	0
Cn1ccnc1C(OC(=O)c1ccc(Cl)cc1)C(F)(F)F (stereo unspecified)	111	102	92	3	102	112	98	0
O=C(c1ccc(S(=O)(=O)N2CCCC2)cc1)N1CCC(CN2C(=O)c3cccc4cccc(c34)C2=O)CC1	118	111	111	3	114	104	112	0
O=C(O)c1ccc2c(=O)n3c(nc2c1)/C(=C/c1ccc(OC(F)F)cc1OC(F)F)CC3	97	106	99	6	94	90	108	2
COc1cccc(NC(=O)c2cc(S(=O)(=O)N3CCc4ccccc43)cn2C)c1	111	99	96	-1	92	113	103	0
COc1ccccc1NC(=S)NNC(=O)c1ccc(O)cc1	94	98	100	3	101	100	102	7
CC(C)c1ccc(CN2C(=O)NC3(CCCCCC3)C2=O)cc1	123	89	88	19	78	79	96	0
COC(=O)c1ccc(Oc2ccc3nncn3n2)cc1	95	102	100	27	105	95	104	49*
O=C1C2N=NN(CC(=O)N3N=C(c4cccc5ccccc45)CC3c3ccccc3)C2C(=O)N1c1ccccc1 (stereo unspecified)	81	54[may fluoresce violet]	?	-26	?	74[may fluoresce violet]	299*[may fluoresce violet]	1
CCS/C(N)=N/N=C/c1cc(C)ccc1O	93	99	100	4	94	118	103	0
Cc1cccn2c(=O)c3cc(C(=O)NCc4ccco4)c(=N)n(CCOCCO)c3nc12	101	35*[may fluoresce violet]	?	16	?	102[may fluoresce violet]	239*[may fluoresce violet]	0
COC(=O)c1sccc1NC(=S)Nc1cccc(F)c1	114	97	89	30	95	107	101	1
CCOC(=O)c1ccc(NC(=O)CN2C(=O)C(C)SC(C)C2=O)cc1 (stereo unspecified)	103	107	106	2	104	93	110	0
COc1ccc(C(=O)Nc2ccccc2C(=O)N/N=C/c2cccc3ccccc23)cc1	117	98	102	0	100	96	99	1
CC1CN(C(=O)N2c3ccccc3Sc3ccccc32)C(C)CC1=O (stereo unspecified)	86	99	97	-11	103	96	89	0
COCCNC(=S)N1CCC(NC(=O)Nc2ccc(C)cc2)CC1	114	111	95	0	81	108	69	6
CSc1nc2n(n1)C(C)C1=C(CCCC1=O)N2 (stereo unspecified)	119	103	107	2	107	99	101	1
CN(C)c1ccc(/C=C/C(=O)c2cccnc2)cc1	103	93	89	2	96	103	96	3
Cc1cc(C)nc(Nc2ccc(C(=O)O)cc2)n1	101	94	93	-9	98	95	99	0
Cc1cccc(NC(=O)c2ccc(Cl)c(NC(=O)c3ccncc3)c2)c1C	106	99	103	9	101	102	97	2
CCOC(=O)C1(CC2CC2)CCN(S(=O)(=O)C[C@]23CC[C@H](CC2=O)C3(C)C)CC1	85	95	97	-2	93	89	90	3
Cc1ccc(NC(=S)NCCN2CCOCC2)cc1F	93	107	97	12	109	98	100	4
CCCOC(=O)c1[nH]c2c(c1C)C(=O)CC(c1cccs1)C2 (stereo unspecified)	103	98	91	-82	100	112	96	3
CN1CCN(c2ccc(NC(=O)c3ccco3)cc2Cl)CC1	97	109	103	9	104	102	99	0
COC(=O)C(C)(C(=O)OC)c1ccc(C(F)(F)F)cc1[N+](=O)[O-]	105	98	102	4	101	98	103	3
CC(=O)N1CCN(S(=O)(=O)c2cccc(C(=O)OCc3cccc(F)c3)c2)CC1	94	98	98	7	98	95	96	1
C/C(N)=C(/C#N)C(=O)COC(=O)CCS(=O)(=O)c1ccccc1	111	99	97	-7	101	95	103	10
CC(C)(C)C(=O)N(Cc1nc2ccccc2c(=O)[nH]1)Cc1cccs1	103	117	91	2	89	78	94	0

A draw from above in order of number of heavy atoms, ascending:
canonical_smiles	Yeast superoxide	RPL19A-GFP yeast	CIT2-GFP yeast	VLA-4 inh	AGP1-GFP MLPCN	LAP4 TOR yeast	MEP2 TOR yeast	GRK2 aptamer HTS
Cn1ccnc1C(OC(=O)c1ccc(Cl)cc1)C(F)(F)F (stereo unspecified)	111	102	92	3	102	112	98	0
COc1ccccc1NC(=S)NNC(=O)c1ccc(O)cc1	94	98	100	3	101	100	102	7
COCCNC(=S)N1CCC(NC(=O)Nc2ccc(C)cc2)CC1	114	111	95	0	81	108	69	6

(listing goes on)
canonical_smiles	Yeast superoxide	RPL19A-GFP yeast	CIT2-GFP yeast	VLA-4 inh	AGP1-GFP MLPCN	LAP4 TOR yeast	MEP2 TOR yeast	GRK2 aptamer HTS
COc1ccc(NC(=O)CNC(=O)Cc2ccccc2)cc1OC	99	103	100	2	103	101	104	0
COC(=O)c1cc(NC(=O)c2cc(C(C)(C)C)nn2Cc2cccc(C)c2)ccc1N1CCOCC1	98	96	84	-3	97	101	93	4
COc1cc(SC)ccc1C(=O)Nc1ccc2c(c1)OCCO2	99	92	82	-1	88	106	94	1
CCOC(=O)CC1C(=O)NCCN1C(=O)c1sc2ccccc2c1Cl (stereo unspecified)	108	102	103	-2	101	93	107	0
CC(=O)N1CCC(C(=O)Nc2ccc3c(c2)CCC3)CC1	95	101	94	7	98	93	97	1
NC(=O)CSc1nnc(C2CC2)n1Cc1ccccc1	97	97	102	-5	96	91	98	3
O=S(=O)(NCCOC12CC3CC(CC(C3)C1)C2)c1cccc2nsnc12	88	96	99	-7	96	102	102	0
COCCNC(=O)CN(C(=O)c1ccc(N2CCCC2)nc1)c1ccc(Cl)cc1	101	101	96	0	99	102	124	1
CN(C)/C=C1\N=C(c2ccccc2)OC1=O	92	103	95	4	96	98	102	1
O=S(=O)(Nc1cccc(-n2cnnn2)c1)c1cc(Cl)ccc1Cl	126	98	93	5	92	76	102	0
O=C(C1CC1)N1c2ccccc2Sc2ccccc21	98	99	103	2	100	94	95	0
COc1ccc(/C=N/NC(=O)c2ccc(C)cc2)cc1CN1CCN(c2ccc(F)cc2)CC1	121	89	91	-4	94	95	94	1
O=C(CCCOc1ccc(Cl)cc1Cl)NCC1CCCO1 (stereo unspecified)	105	94	98	-7	105	99	106	0
CCOc1cc(Br)c(C(C)NC(=O)c2cccnc2)cc1OCC (stereo unspecified)	106	91	102	3	98	105	92	0
COc1ccc(C2=NOC(C(=O)NCc3ccco3)C2)cc1OC (stereo unspecified)	95	93	91	0	94	98	95	1
Cc1c(NC(=S)Nc2cccc(Cl)c2)c(=O)n(-c2ccccc2)n1C	98	107	99	3	91	102	105	0
COc1ccc(C(=O)NNC(=O)c2snnc2C)cc1	114	99	100	23	107	107	98	1
O=C(N/N=C/c1ccc(OC(=O)c2ccc3c(c2)OCO3)cc1)c1cncc(Br)c1	112	103	104	0	101	105	99	0
CCc1nccn1CCC(=O)NC1CC(C)(C)Cc2c1cnn2-c1ccc(OC)cc1 (stereo unspecified)	92	102	105	5	107	105	115	0
Cc1noc(C)c1C(=O)NCc1ccccc1F	104	95	103	-37	110	101	103	2
Cc1cccc(C(=O)N2CCN(S(=O)(=O)N3CCCCC3)CC2)c1	102	106	/	21	90	81	102	5
COCCN(C(=O)COC(=O)/C=C/c1nc2ccccc2s1)c1c(N)n(Cc2ccccc2)c(=O)[nH]c1=O	105	101	102	26	107	108	118	0
Cc1ccccc1CSc1ncc(C#N)c(N)n1	103	102	107	8	100	101	108	1
COC(=O)c1cn(NC(=O)c2cccnc2)c(=O)c2ccccc12	107	101	103	-4	106	102	101	0
CCOc1ccc(S(=O)(=O)N2CCOCC2)cc1NC(=O)CN1C(=O)NC2(CCCC2)C1=O	99	100	94	4	104	103	98	1
C/C(=N\NC(=O)CN1CCN(c2ccc(F)cc2)CC1)c1ccco1	112	92	92	18	95	113	105	0
O=c1c(N2CCOCC2)coc2ccccc12	94	103	103	29	101	91	105	3
CCC1(C)Cc2c(sc3nc(SC)[nH]c(=O)c23)CO1 (stereo unspecified)	94	99	91	3	102	105	105	2
CCCn1c(N)c(C(=O)CSc2nnc(-c3ccco3)n2Cc2ccccc2)c(=O)[nH]c1=O	95	102	106	-6	/	98	100	1
COc1ccc(/C(O)=C2/C(=O)C(=O)N(CCN3CCOCC3)C2c2ccccn2)cc1 (stereo unspecified)	86	101	105	-12	104	100	113	6

Record cards (already shown):
Cc1cccc(NC(=O)c2ccc(Cl)c(NC(=O)c3ccncc3)c2)c1C is listed as Yeast superoxide = 106; RPL19A-GFP yeast = 99; CIT2-GFP yeast = 103; VLA-4 inh = 9; AGP1-GFP MLPCN = 101; LAP4 TOR yeast = 102; MEP2 TOR yeast = 97; GRK2 aptamer HTS = 2
CC(=O)N1CCN(S(=O)(=O)c2cccc(C(=O)OCc3cccc(F)c3)c2)CC1 is listed as Yeast superoxide = 94; RPL19A-GFP yeast = 98; CIT2-GFP yeast = 98; VLA-4 inh = 7; AGP1-GFP MLPCN = 98; LAP4 TOR yeast = 95; MEP2 TOR yeast = 96; GRK2 aptamer HTS = 1
O=C(C1CC1)N1c2ccccc2Sc2ccccc21 is listed as Yeast superoxide = 98; RPL19A-GFP yeast = 99; CIT2-GFP yeast = 103; VLA-4 inh = 2; AGP1-GFP MLPCN = 100; LAP4 TOR yeast = 94; MEP2 TOR yeast = 95; GRK2 aptamer HTS = 0

(cont.)
The line under a structure holds: Yeast superoxide	RPL19A-GFP yeast	CIT2-GFP yeast	VLA-4 inh	AGP1-GFP MLPCN	LAP4 TOR yeast	MEP2 TOR yeast	GRK2 aptamer HTS
> CCCCn1cnc2c(c1=O)c1nc3ccccc3nc1n2Cc1ccc2c(c1)OCO2
→ 108	94	101	-4	101	102	94	3
> CCOc1ccccc1NC(=O)c1cc(=O)c2ccccc2o1
→ 95	103	112	-3	102	113	112	0
> Cn1ccc(C(=O)OCC(=O)c2ccccc2)n1
→ 114	96	90	10	97	98	98	0
> Cc1nn(C(C)(C)C)c(OC(=O)c2ccc3c(c2)OCO3)c1Sc1ccccc1
→ 98	101	93	-2	99	91	97	0
> O=C(OCC(=O)N1CCOCC1)c1ccccc1O
→ 101	105	98	4	103	95	100	3
> Cc1ccc(Nc2nnc(SCC(=O)NCCN3C(=O)CSC3=O)s2)cc1
→ 88	107	99	-15	98	100	111	8
> O=C(COC(=O)C1=COCCO1)Nc1ccc(F)c(F)c1
→ 100	98	109	-7	104	102	100	1
